Screens deposited in PubChem BioAssay by several laboratories.
CHOP inhibitor: blocks CHOP induction under ER stress; CHO-K1 CHOP-promoter luciferase, tunicamycin-induced, 15-18 h; inhibition, % at 10 µM; 220,000 compounds, 3.8% hits; AID 2732;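 active = compounds that reduced the stress-induced luciferase reporter signal by more than about 70% of percent inhibition, limit read from the data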;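 also: 0% = tunicamycin plus vehicle and 100% = wells without tunicamycin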
EBV gp42 block: EBV gp42 inhibition | 220,000 compounds, 0.42% hits | AID 1085 | inhibition, % (tested at 21.74 µM) | Fluorescence polarization binding assay, mP read-out | Q1HVG2; in the data active = inhibition above about 50%
Target sequence (Q1HVG2 whole entry, looked up): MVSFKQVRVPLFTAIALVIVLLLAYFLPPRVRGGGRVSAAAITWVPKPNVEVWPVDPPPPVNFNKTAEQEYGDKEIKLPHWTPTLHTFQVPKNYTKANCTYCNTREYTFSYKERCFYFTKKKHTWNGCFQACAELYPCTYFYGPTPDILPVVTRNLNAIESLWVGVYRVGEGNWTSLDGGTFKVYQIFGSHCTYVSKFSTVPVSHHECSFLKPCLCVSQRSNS
TNF necrop inh: inhibitors of TNF-alpha induced necroptosis in Jurkat FADD-/- cells; 220,000 compounds, 0.068% hits; Jurkat FADD-/- TNF necroptosis rescue, ATP luminescence, 24 h; 0 = TNF only, 100 = no-TNF cells; activation (protection from cell death), % at 10 µM;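 active = activation, meaning protection from cell death, of at least 50% relative to plate controls; inactive = activation below 50%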;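 also: necroptosis triggered by 40 ng/mL TNF-alpha added together with compound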
TRPML3 ag: human mucolipin-3 channel agonism; Q8TDD5; HEK293 TRPML3-YFP, Fluo-8 calcium fluorescence; 100% = the carbachol control signal; activation, % at 3 µM; 220,000 compounds, 0.29% hits; AID 1448;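 active = activation above its plate's cutoff, the mean activation of the plate's test wells plus 3 SD, cut at about 12% in these data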;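 also: 0% = DMSO only wells and 100% = carbachol wells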
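Material: TRPML3-YFP stable HEK293 cells | Dosing: One concentration, 3 µM nominal, 0.3% DMSO | Timing: 125 s total fluorescence read per well | Technique: Fluo-8 calcium dye fluorescence, ex 470-495, em 515-575 nm | Measure: Percent activation from peak-to-basal fluorescence ratio, scaled between DMSO and carbachol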
PPC-1+TRAIL kill: compounds killing PPC-1 cancer cells with TRAIL present (potentiator screen, no TRAIL-free arm); PPC-1 cells + TRAIL, ATPLite viability luminescence; cell killing (% activity), % at 4 µM; 220,000 compounds, 0.41% hits; AID 1443;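 active = cell killing above 50% in the first pass at 4 µM, then a duplicate retest at 5 µM averaging 50% or more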;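 also: plate controls were cells with TRAIL plus DMSO for no effect and medium-only wells lacking cells for full effect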
p47phox inh: blocks human p47phox regulatory protein of NADPH oxidases; P14598; p47phox/p22phox peptide binding, fluorescence polarization, 2 h; inhibition, % at 24.7 µM; 220,000 compounds, 0.53% hits; AID 1274;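 active = inhibition above about 30%, limit read from the data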;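 also: 0% = p47phox with labelled peptide and 100% = labelled peptide alone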
Runt-SMMHC FRET: blocks binding of human RUNX1 Runt domain to CBFb-SMMHC. AID 1434. inhibition, % at 20 µM. Q01196+Q13951. 220,000 compounds, 0.74% hits. Cerulean-Runt/Venus-CBFb-SMMHC FRET ratio 530/480, 1 h;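 active = mean inhibition across duplicate retests at 20 µM reaching about 50%, limit read from the data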;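 also: 0% = DMSO wells and 100% = wells with excess untagged CBFb-SMMHC; inhibitors lower the FRET ratio by blocking Runt binding to CBFb-SMMHC; some results filed as inactive read as strong as hits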
Target sequence (Q01196 whole entry, looked up, the tested form may be a part): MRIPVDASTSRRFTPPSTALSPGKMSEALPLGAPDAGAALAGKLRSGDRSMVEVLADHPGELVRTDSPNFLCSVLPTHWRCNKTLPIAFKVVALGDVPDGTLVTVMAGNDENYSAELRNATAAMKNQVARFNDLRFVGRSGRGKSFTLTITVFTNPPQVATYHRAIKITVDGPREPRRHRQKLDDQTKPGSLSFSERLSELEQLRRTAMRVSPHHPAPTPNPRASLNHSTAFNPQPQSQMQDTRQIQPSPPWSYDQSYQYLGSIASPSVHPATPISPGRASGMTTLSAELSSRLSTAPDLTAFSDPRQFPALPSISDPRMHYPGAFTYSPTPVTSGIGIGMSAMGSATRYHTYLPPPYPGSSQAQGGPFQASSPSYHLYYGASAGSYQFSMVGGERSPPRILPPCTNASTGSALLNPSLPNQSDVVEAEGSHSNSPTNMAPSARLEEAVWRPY
Target sequence (Q13951 whole entry, looked up, the tested form may be a part): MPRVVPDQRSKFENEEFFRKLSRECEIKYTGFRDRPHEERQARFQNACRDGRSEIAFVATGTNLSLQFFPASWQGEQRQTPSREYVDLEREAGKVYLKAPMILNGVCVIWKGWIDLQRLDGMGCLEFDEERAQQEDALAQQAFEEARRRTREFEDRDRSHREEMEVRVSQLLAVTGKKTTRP
MDM2 E3 inh: inhibitors of human Mdm2 E3 ubiquitin ligase; Q00987; cell-based MDM2 ubiquitination luciferase reporter, 2 h; 0 = plate control, 100 = twice control, blank-subtracted; signal enhancement, % at 5 µM; 210,000 compounds, 0.11% hits; AID 1230;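 active = signal enhancement of 30% or more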;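 also: luminescence tracks abundance of the self-degrading MDM2-luciferase fusion protein; higher signal means inhibition of MDM2 E3 ligase activity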
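Assay system: mammalian cells stably expressing self-ubiquitinating, self-degrading MDM2 E3–luciferase fusion. Quantity: 2000 cells in each well. Medium: DMEM culture medium. Compound dosing: single-point 5 µM. Timing: cell settling 4 h, compound treatment 2 h, both 37 °C. Technique: luciferase luminescence. Read-out basis: percent signal gain over controls, blank-subtracted. Benchmarks: plate controls and plate blanks.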
TRPN1 ag: zebrafish TRPN1 (NompC) channel agonism; HEK293 zebrafish TRPN1-YFP, Fluo-8 calcium fluorescence; 100% = response to 87 µM carbachol; activation, % at 3 µM; 220,000 compounds, 0.18% hits;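 active = activation above its plate's cutoff, the mean activation of test wells on that plate plus 3 SD, cut at about 19% in these data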;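 also: 0% = DMSO alone and 100% = 87 µM carbachol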
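Material: zebrafish TRPN1-YFP in HEK293 cells. Doses: one dose of 3 µM, 0.3% DMSO. Incubation: dye 1 h 37 °C plus 30 min RT. Measured by: intracellular calcium fluorescence with Fluo-8.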
* = called active by the depositor; . = no result given; & = joins results of further samples.

Short forms: A = CHOP inhibitor; B = EBV gp42 block; C = TNF necrop inh; D = TRPML3 ag; E = PPC-1+TRAIL kill; F = p47phox inh; G = Runt-SMMHC FRET; H = MDM2 E3 inh; I = TRPN1 ag
CCc1nn2cc(C(=O)c3ccccc3O)cnc2c1-c1ccc(F)cc1
  A: 58; B: 8; C: 4.0; D: 0.6; E: 0; F: 6; G: -4; H: -1; I: 0.5
Cc1ccc(NS(=O)(=O)c2ccc(NC(=O)c3cccs3)cc2)c(C)c1
  A: 30; B: 15; C: 3.5; D: 1.1; E: 9; F: -3; G: -1; H: 0; I: 2.6
O=C(NC(=S)Nc1ncccn1)c1ccc(Cl)cc1Cl
  A: -13; B: -4; C: -0.8; D: 0.7; E: 7; F: -9; G: 12; H: -4; I: 0.7
O=C(CSc1nc2ccccc2[nH]1)Nc1ccccc1N1CCOCC1
  A: 18; B: -6; C: 0.9; D: -0.3; E: 29; F: 5; G: 3; H: -19; I: 1.1
C=CCn1nc(-c2ccccc2)c2c(C)onc2c1=O
  A: 7; B: -13; C: 2.4; D: -0.2; E: 0; F: -8; G: -2; H: -15; I: -1.9
COC(=O)c1cc(OC)c(OC)cc1NC(=O)c1cnccn1
  A: 38; B: 4; C: -0.1; D: 0.3; E: 19; F: -11; G: 1; H: -11; I: -0.1
C=CCc1cccc(C2Nc3ccccc3C(=O)N2O)c1O (centres undefined)
  A: 30; B: 20; C: 2.0; D: 0.4; E: 6; F: -5; G: -2; H: -9; I: -0.2
COc1cc(/C=N/NC(=S)Nc2cccnc2)cc(OC)c1O
  A: -15; B: -8; C: 0.8; D: 0.9; E: 15; F: -25; G: 3; H: 5; I: -0.1
O=C(NCCN1CCOCC1)c1cccs1
  A: -3; B: -17; C: -2.5; D: 0.3; E: 14; F: -12; G: -1; H: -5; I: 0.8
CC(C)CC(NC(=O)OC(C)(C)C)C(=O)NCc1ccccc1 (centres undefined)
  A: 36; B: -9; C: 1.1; D: -0.8; E: 1; F: 6; G: -2; H: -16; I: -0.1
CC(C)(C)C1(O)CC(C(F)(F)F)=NN1C(=O)Cc1ccc([N+](=O)[O-])cc1 (centres undefined)
  A: 70; B: -13; C: -0.4; D: 0.7; E: .; F: -5; G: 2; H: -7; I: -0.2
O=C(O)c1ccccc1N/N=C/c1c(Sc2nnnn2-c2ccccc2)nc2ccccn2c1=O
  A: 18; B: -23; C: -6.0; D: 1.6; E: 17; F: -91; G: -471; H: -5; I: 3.9
Cc1cc(=O)n2nc(-c3ccc(C(F)(F)F)cc3)sc2n1
  A: 75*; B: -6; C: -2.0; D: 0.5; E: 9; F: -4; G: -6; H: -11; I: -0.8
O=C(Nc1ccc(Cl)c([N+](=O)[O-])c1)c1ccc2c(c1)OCCO2
  A: -46; B: -10; C: 1.4; D: 2.3; E: 35; F: -14; G: -3; H: -15; I: 3.0
CC(=O)c1cc(C(=O)N2CCCC(CCC(=O)N(C)CCc3ccccn3)C2)cs1 (centres undefined)
  A: 9; B: 0; C: 0.0; D: 0.1; E: -8; F: 6; G: 2; H: -15; I: 0.8
CNC(=O)NC(=S)NC(=O)c1ccccc1Cl
  A: 9; B: -10; C: 0.5; D: 1.0; E: -8; F: -6; G: -2; H: -8; I: 1.8
Cc1n[nH]c(C)c1CCC(=O)N/N=C/C=C/c1ccccc1
  A: 8; B: -13; C: 3.6; D: 0.6; E: 2; F: -10; G: 1; H: -4; I: 1.6
Cc1ccc(CNC(=O)CCC2CCCN(Cc3cccc4cccnc34)C2)o1 (centres undefined)
  A: 10; B: 11; C: -0.7; D: 0.7; E: -5; F: -3; G: 2; H: -5; I: -2.0
O=C(Nc1ccc(OCc2ccccc2)cc1)c1ccccc1
  A: -14; B: -4; C: -0.2; D: 0.4; E: -6; F: -7; G: 1; H: -15; I: -0.6
O=C(NCCc1ccccn1)C(F)(F)C(F)(F)C(F)(F)C(F)(F)C(F)(F)C(F)F
  A: 11; B: -3; C: 1.3; D: 0.3; E: 14; F: 0; G: -9; H: -1; I: 1.3
COc1ccc(C(C(=O)NCC2CCCO2)N(C(=O)CNC(=O)c2cccs2)c2ccc(C)cc2)cc1OC (centres undefined)
  A: -16; B: -6; C: 1.0; D: -0.3; E: 12; F: -4; G: -8; H: -6; I: 1.3
COc1ccc(-c2nc3ccccc3c(=O)n2CCCN2CCOCC2)cc1
  A: 35; B: -29; C: 0.3; D: 0.4; E: 49; F: -6; G: -3; H: -14; I: 0.3
COc1cccc(-c2nc(CS(=O)(=O)CC(=O)Nc3cc(C)ccc3C)c(C)o2)c1
  A: 77*; B: -6; C: 0.9; D: 0.7; E: 13; F: -2; G: 2; H: -14; I: 0.1
Cc1ccc(-n2ncc3c(=O)[nH]c(SCC(=O)N4CCCC4)nc32)cc1C
  A: -7; B: -6; C: -0.3; D: 0.1; E: 11; F: 3; G: -5; H: .; I: 0.8
OC(COc1ccc2cc(Br)ccc2c1)CN1CCN(c2ccccn2)CC1 (centres undefined)
  A: 79*; B: 12; C: -0.7; D: 0.5; E: 30; F: 2; G: -8; H: -14; I: 0.7

Arranged by the number under p47phox inh (highest first): some entries from above
SMILES	CHOP inhibitor	EBV gp42 block	TRPML3 ag	p47phox inh	Runt-SMMHC FRET	MDM2 E3 inh
CC(C)CC(NC(=O)OC(C)(C)C)C(=O)NCc1ccccc1 (centres undefined)	36	-9	-0.8	6	-2	-16
CC(C)(C)C1(O)CC(C(F)(F)F)=NN1C(=O)Cc1ccc([N+](=O)[O-])cc1 (centres undefined)	70	-13	0.7	-5	2	-7
O=C(O)c1ccccc1N/N=C/c1c(Sc2nnnn2-c2ccccc2)nc2ccccn2c1=O	18	-23	1.6	-91	-471	-5

Following part:
Short forms: A = CHOP inhibitor; B = EBV gp42 block; C = TNF necrop inh; D = TRPML3 ag; E = PPC-1+TRAIL kill; F = p47phox inh; G = Runt-SMMHC FRET; H = MDM2 E3 inh; I = TRPN1 ag
Nc1nc(Nc2ccccc2)nc(N2CCOCC2)c1[N+](=O)[O-]
  A: -5; B: -6; C: 0.7; D: -0.1; E: 7; F: -4; G: 0; H: -11; I: 0.9
CCN1C(=O)CSc2ccc(C(=O)NCc3ccccc3OC)cc21
  A: -7; B: -1; C: -3.3; D: -0.5; E: 12; F: -3; G: -7; H: -1; I: 1.6
CCOC(=O)c1nc2sc3c(c2c(=O)[nH]1)CCCC3
  A: -2&3; B: -16&-8; C: -0.4&0.0; D: 0.6&0.2; E: 13&3; F: -5&-22; G: 1&-20; H: -12&-31; I: 0.7&0.8
COc1ccc(NC(=O)CSc2ccc3c4c(cccc24)C(=O)c2ccccc2-3)cc1
  A: 2; B: 133*; C: -4.8; D: 4.1; E: -3; F: -51; G: -189; H: -4; I: 4.6
CCOC(=O)CS(=O)(=O)c1ccccc1
  A: 25; B: -5; C: -0.1; D: -0.2; E: 16; F: 8; G: 0; H: -10; I: -0.7
CS(=O)(=O)N1CCC(C(=O)Nc2ccccc2Sc2ccccc2)CC1
  A: -4; B: -3; C: -1.7; D: 0.1; E: 26; F: -13; G: 4; H: -8; I: 1.4
CCOC(=O)c1csc(NC(=O)c2ccc(C#N)cc2)n1
  A: 13; B: -7; C: 0.6; D: 1.8; E: -1; F: -21; G: 1; H: -6; I: 1.1
CC(C)Sc1nc(-c2cccs2)nc2c1c(=O)n(C)c(=O)n2C
  A: -9; B: -10; C: -0.1; D: 0.8; E: -3; F: -1; G: -4; H: -9; I: 1.5
CCn1c(C)cc(C)c(C#N)c1=O
  A: 14; B: -9; C: -0.6; D: 0.4; E: 7; F: -9; G: 2; H: 18; I: 1.5
CCCc1nc2ccccc2c(C(=O)OCc2nnc(-c3cc(OC)c(OC)c(OC)c3)o2)c1CC
  A: 58; B: -1; C: -3.1; D: 0.5; E: 23; F: -31; G: -6; H: -14; I: -0.7
COc1ccc(Cl)cc1-c1nc(SCC(N)=O)n[nH]1
  A: 15; B: -4; C: 0.5; D: 0.9; E: 6; F: 1; G: -1; H: -10; I: 0.9
CCCCCc1nnc(NC(=O)c2ccc(=O)n(C)n2)s1
  A: 3; B: 3; C: -0.8; D: 0.9; E: 14; F: -1; G: 1; H: -15; I: -1.4
CCn1cc([N+](=O)[O-])c(C(=O)Nc2ccc3c(c2)OCCO3)n1
  A: -3; B: -21; C: -2.5; D: 0.2; E: 22; F: -13; G: -1; H: -21; I: -0.6
COc1cccc(S(=O)(=O)NCc2ccc3c(c2)OCO3)c1
  A: 15; B: -22; C: -0.3; D: 0.3; E: 19; F: -7; G: -7; H: 7; I: -0.1
CC(=O)N1CCN(C(C)=O)C1c1ccccc1
  A: 6; B: 0; C: -0.2; D: 0.6; E: -10; F: -5; G: 1; H: 5; I: 1.2
CCc1nnc(NC(=O)CSc2nnc(-c3ccoc3C)n2-c2cccc(C)c2)s1
  A: 10; B: -17; C: -2.9; D: -1.4; E: 3; F: -3; G: 5; H: -3; I: -1.1
Cc1ccc(C)c(NC(=O)C2CC(O)CN2C(=O)OC(C)(C)C)c1 (centres undefined)
  A: 9; B: -22; C: 0.1; D: -0.1; E: 26; F: -2; G: 1; H: -1; I: -1.3
Cc1ccc(-c2nc(-c3cccnc3)sc2CC(=O)O)cc1
  A: 25; B: -8; C: 1.9; D: 0.6; E: -11; F: -3; G: 0; H: -65; I: -0.4
CCOC(=O)c1cc(C)n(-c2ccc(Cl)cc2)c1C
  A: -12; B: -9; C: -2.2; D: 0.2; E: 5; F: -3; G: 2; H: -11; I: -2.0
O=C(NNC1=NCCC1)c1ccc(Br)cc1
  A: -10; B: -19; C: 1.0; D: 0.2; E: 18; F: -2; G: 3; H: -6; I: -0.3
N/C(=N\OC(=O)CCCc1ccccc1)c1ccc([N+](=O)[O-])cc1
  A: 6; B: 6; C: 1.1; D: 0.8; E: -3; F: -14; G: 0; H: 5; I: 0.5
COCCCN1C(=O)C(=O)/C(=C(/O)c2ccc3c(c2)CC(C)O3)C1c1cccnc1 (centres undefined)
  A: 10; B: -7; C: -1.4; D: 0.6; E: 3; F: 4; G: -2; H: -5; I: 0.2
CCOC(=O)c1[nH]c2ccc(C)cc2c1NC(=O)CN1CCCCC1
  A: .; B: .; C: -0.4; D: 0.1; E: -17; F: .; G: 2; H: -16; I: -0.3

Some entries already given, limited to TRPN1 ag and CHOP inhibitor.
compound | TRPN1 ag | CHOP inhibitor
COc1ccc(C(C(=O)NCC2CCCO2)N(C(=O)CNC(=O)c2cccs2)c2ccc(C)cc2)cc1OC (centres undefined) | 1.3 | -16
COc1ccc(-c2nc3ccccc3c(=O)n2CCCN2CCOCC2)cc1 | 0.3 | 35
COc1cccc(-c2nc(CS(=O)(=O)CC(=O)Nc3cc(C)ccc3C)c(C)o2)c1 | 0.1 | 77*
